Source: PubChem (National Center for Advancing Translational Sciences (NCATS))
Gal4-VP16 FLuc = Gal4-VP16 reporter inhibition counter-screen | AID 2546 | Drosophila S2 Gal4-VP16 UAS-luciferase, luminescence, 20 h | Potency, µM (top dose mostly 53.6 µM), for the others: at the highest dose activity, negative = inhibition, most hits filed as inhibitors | 310,000 tested, 3.5% active;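 further: Gal4-VP16 expression switched on by copper sulfate through the metallothionein promoter; potency means the concentration at half of the fitted maximal effect; on the % scale 0 is the no-effect control and ±100 the full control effect; nearly all actives have a fitted effect of over 50% in size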
Tb PFK inh = inhibitors of T. brucei phosphofructokinase | T. brucei PFK, ADP-Glo luminescence | Potency, µM (top dose mostly 57.5 µM), without a hit: at the highest dose activity, negative = inhibition, actives largely listed as inhibitors | 330,000 tested, 0.17% active | O15648 | AID 485367;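 further: potency means the concentration at half of the fitted maximal effect; 0% = uninhibited 1x PFK enzyme wells and -100% = no-enzyme wells; nearly all actives have a fitted effect of over 60% in size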
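PFK 1.25 nM, F6P 0.5 mM, ATP 0.1 mM, 0.1 M TEA pH 8.0, 5 mM MgCl2, 0.01% Tween20, 0.1% BSA; 45 min RT. ADP-Glo readout. qHTS titration up to 57 uM; curves fitted, compounds curve-classed.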
uPA surface inh = inhibitors of cell surface uPA generation | cell surface uPA generation assay, qHTS | Potency, µM (titrated, usually from 38.3 µM), inactives show at the highest dose activity change, negative = inhibition, usual class: inhibitors | 330,000 tested, 0.31% active | AID 540303; active means well fitted inhibition curve with a large enough effect; inconclusive means small, poorly fitted or top-dose-only effect; inactive means no such curve, though single readings can be large or run the other way; tested in mouse RAW 264.7 cells; further: potency means the concentration at half of the fitted maximal effect; on the % scale 0 is the no-effect control and ±100 the full control effect; nearly all actives have a fitted effect of over 55% in size
FLuc modulator = inhibits or activates purified firefly luciferase, miR-21 counter-screen; 360,000 tested, 6.9% active; Potency, µM (top dose mostly 57.5 µM), without a hit: top-dose activity change, negative = inhibition, actives largely listed as inhibitors; purified FLuc, Km substrates, luminescence inhibition; P08659;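 further: potency means the concentration at half of the fitted maximal effect; plate controls were vehicle for no effect and reference inhibitor for full effect; nearly all actives have a fitted effect of over 55% in size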
Target sequence (P08659 whole entry, looked up): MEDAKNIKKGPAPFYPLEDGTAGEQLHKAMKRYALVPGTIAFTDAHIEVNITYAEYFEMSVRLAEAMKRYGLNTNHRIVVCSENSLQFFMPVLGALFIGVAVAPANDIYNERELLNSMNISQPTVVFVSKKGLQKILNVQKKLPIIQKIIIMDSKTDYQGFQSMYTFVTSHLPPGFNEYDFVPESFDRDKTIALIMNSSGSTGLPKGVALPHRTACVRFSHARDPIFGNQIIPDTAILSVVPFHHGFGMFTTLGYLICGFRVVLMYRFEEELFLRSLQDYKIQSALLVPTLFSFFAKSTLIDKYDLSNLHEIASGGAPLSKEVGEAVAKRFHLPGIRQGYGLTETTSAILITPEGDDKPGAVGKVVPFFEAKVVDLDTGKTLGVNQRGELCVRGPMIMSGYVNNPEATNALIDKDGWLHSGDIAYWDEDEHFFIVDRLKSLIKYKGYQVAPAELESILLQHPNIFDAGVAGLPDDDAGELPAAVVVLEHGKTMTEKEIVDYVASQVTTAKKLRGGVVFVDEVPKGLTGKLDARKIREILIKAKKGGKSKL
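Biochemical qHTS of compounds, final roughly 60 µM downward over six points, against 10 nM purified firefly luciferase using Km concentrations of substrates (10 uM D-luciferin, 10 uM ATP) in Tris acetate pH 7.5 buffer; luminescence output.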
ELG1 genotox = induces genotoxicity in HEK293T cells with luciferase-tagged ELG1 | HEK293T ELG1-luciferase reporter, luminescence, 16 h | Potency, µM (doses to about 46 µM), for inactives: at the top dose activity change, positive = activation, most hits filed as activators | 330,000 tested, 1.3% active; further: potency means the concentration at half of the fitted maximal effect; % of control where 0% means no effect; nearly all actives have a fitted effect of over 60% in size
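Cells (2,000/well) expressing the ELG1-luciferase fusion are dosed by pin tool and kept 16 hr at 37 °C, 5% CO2. Signal comes from ONE-Glo luciferase reagent after 30 min at room temperature.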
Giardia killer = kills Giardia lamblia | Giardia lamblia trophozoite viability | 340,000 tested, 0.15% active | activity change, % at 7.66 µM, hits read low | AID 540267; in the data active means activity change below about -80%; inconclusive means between about -30% and that limit;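 further: parasites exposed to compound for two days anaerobically before the ATP read; on the % scale 0 is the no-effect control and ±100 the full control effect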
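Giardia trophozoites, 100 cells per well, were exposed to compounds for 48 hrs at 37 deg C under anaerobic conditions; viability was then read as ATP content by bioluminescence after 15-30 min at room temperature.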
Rab9 prom act = Rab9 promoter activation; Huh7 Rab9 promoter-luciferase reporter, luminescence, 24 h; Potency, µM (highest dose often 9.22 µM), inactives show at the highest dose activation, negative = inhibition, hits mostly activators; 320,000 tested, 2.8% active; further: potency means the concentration at half of the fitted maximal effect; % of control where 0% means no effect; nearly all actives have a fitted effect of over 60% in size
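Luminescence read-out: Huh7 cells stably expressing Rab9-luciferase, treated 24 h with compound at 37 °C, then lysed with luciferase reagent for 10 min at ambient before reading.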
KCNH2 3.1 inh = KCNH2 3.1 (human) potassium channel inhibition; U2OS KCNH2 3.1, thallium flux FluxOr; hits give low values; 340,000 tested, 0.95% active; activity change, % (tested at about 1.8 µM);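 active means maximum activity change below -70%; inconclusive means maximum activity change from -70% to -50%; inactive means maximum activity change above -50%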;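 further: thallium influx rate constant from kinetic fluorescence after stimulation buffer; on the % scale 0 is the no-effect control and ±100 the full control effect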
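Thallium flux via FluxOr fluorescence (Red40 quencher, 45 min loading) in U2OS cells virally expressing the KCNH2 3.1 isoform (1.77 x 10^8 /mL virus, overnight at 37 C). Rate constants from 2-min kinetic reads post-stimulation, normalised to positive and negative controls.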
RORg inh = ROR gamma (mouse) transcription inhibition. P51450. Drosophila S2 Gal4-RORgamma UAS-luciferase reporter, 20 h. Potency, µM (top dose mostly 53.6 µM), for the others: at the highest dose activity change, negative = inhibition, most hits filed as inhibitors. 310,000 tested, 5.4% active. AID 2551; further: potency means the concentration at half of the fitted maximal effect; on the % scale 0 is the no-effect control and ±100 the full control effect; nearly all actives have a fitted effect of over 60% in size
Target sequence (P51450 whole entry, looked up, the tested form may be a part): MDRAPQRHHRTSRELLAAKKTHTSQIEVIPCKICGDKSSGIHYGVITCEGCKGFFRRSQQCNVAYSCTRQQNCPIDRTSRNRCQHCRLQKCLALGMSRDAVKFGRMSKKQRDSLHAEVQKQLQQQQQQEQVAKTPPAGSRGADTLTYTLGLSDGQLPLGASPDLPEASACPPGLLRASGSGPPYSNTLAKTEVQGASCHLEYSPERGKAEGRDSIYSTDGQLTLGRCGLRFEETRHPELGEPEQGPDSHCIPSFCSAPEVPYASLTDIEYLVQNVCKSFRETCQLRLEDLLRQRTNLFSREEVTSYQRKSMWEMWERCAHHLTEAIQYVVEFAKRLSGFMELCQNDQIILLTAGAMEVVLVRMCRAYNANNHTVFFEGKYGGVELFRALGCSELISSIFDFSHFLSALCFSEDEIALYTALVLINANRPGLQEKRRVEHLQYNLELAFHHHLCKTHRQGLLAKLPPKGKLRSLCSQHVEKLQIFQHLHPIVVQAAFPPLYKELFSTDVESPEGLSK
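Stably transfected Drosophila Schneider cells are the test system, with ROR gamma fused to Gal4 and luciferase under UAS control; luminescence is read after 20 hr of 700 uM copper sulfate induction at ambient temperature.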
NPC1 prom act = activates the NPC1 promoter; Huh7 NPC1 promoter luciferase reporter, 24 h; Potency, µM (highest dose often 9.22 µM), without a hit: at the top dose activation, usual class: activators; 320,000 tested, 2.4% active; AID 485313;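 further: potency means the concentration at half of the fitted maximal effect; % of control where 0% means no effect; nearly all actives have a fitted effect of over 60% in size; reporter is driven by a mutant NPC1 promoter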
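Cells: Huh7 expressing luciferase under the NPC1 promoter, 1500/well. Seeded 2 h, compound added, incubated 24 h at 37 °C. Luciferase reagent, 10 min ambient, then luminescence.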
Coupling enz = inhibits coupling enzyme system, counter-screen for aldolase hits; coupling enzyme system counterscreen, AmpLite Red fluorescence; activity change, negative = inhibition, % at 58.2 µM, hits read low; 290,000 tested, 0.67% active; AID 2472; in the data active means activity change below about -30%; further: on the % scale 0 is the no-effect control and ±100 the full control effect
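Fluorescence at 525 nm excitation and 598 nm emission measured inhibition of the coupled detection system without aldolase. Compounds (at 57.5 uM final) were preincubated 10 min at room temperature with coupling enzyme reagent before a 20 min substrate/AmpLite Red step.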
Numbers without * were called inactive; ? = inconclusive; nt = not tested or not shown; & = joins results of further samples; [ ] = another dose, or the depositor's remark. Unless noted, the call rests on the fitted dose curve; in most records, active means well fitted curve in the direction sought with a large enough effect; inconclusive means small, poorly fitted or top-dose-only effect, or another doubt; inactive means no such curve, though single readings can be large; an effect the other way counts as inactive or inconclusive.

SMILES | Gal4-VP16 FLuc | Tb PFK inh | uPA surface inh | FLuc modulator | ELG1 genotox | Giardia killer | Rab9 prom act | KCNH2 3.1 inh | RORg inh | NPC1 prom act | Coupling enz
Cc1ccccc1C(=O)NNC(=O)CCc1ccccc1 | -8.5% | -3.2% | 0.2% | 0.6% | -1.7% | -1.0 | -1.5% | 12.3 | 34.3% | -2.7% | 0.5
Cc1ccc(S(=O)(=O)CC(CN2CCCCC2)N2CCCCC2)cc1 (centres undefined) | -18.7% | -0.9% | 10.0% | 1.7% | -13.6% | 6.5 | -51.3%[inhibitor] | -16.3 | 2.82µM* | -13.2% | 1.1
Cc1noc(C)c1S(=O)(=O)N(CC(=O)NCc1ccc(Cl)cc1)c1ccc2c(c1)OCO2 | -2.3% | -1.9% | -3.4% | 10.2% | -2.6% | 17.3 | -1.3% | -18.7 | 12.3% | -0.1% | 3.2
O=C(c1c(Cl)cccc1Cl)N1CCN(c2ncccn2)CC1 | 3.7% | 1.7% | -6.9% | -1.4% | -7.1% | 0.9 | -2.6% | 9.6 | 8.9% | 3.4% | 0.2
CCC(C)c1ccc(NC(=O)N2CCOCC2)cc1 (centres undefined) | 5.8% | 1.0% | -0.4% | 15.1µM* | ? | -1.5 | 2.51µM* | 6.4 | 14.2% | 2.51µM* | 0.3
COc1ccccc1N1CCN(C2CCCN(C(=O)c3ccccn3)C2)CC1 (centres undefined) | -9.1% | -0.9% | 2.2% | 0.5% | -1.7% | -23.9 | 1.4% | 2.9 | -0.1% | 3.2% | 4.8
COc1ccc(C(=O)N2CCNC(=O)C2CC(=O)Nc2ccc(C)c(C)c2)cc1 (centres undefined) | 0.3% | 3.8% | 1.4% | 0.7% | -0.7% | 13.7 | -0.5% | nt | 8.4% | -5.8% | nt
C=C1CCC[C@]2(C)C[C@H]3OC(=O)C(CN[C@@H](C)c4ccccc4)[C@H]3CC12 (some centres undefined) | 9.6% | 2.3% | -2.1% | -0.8% | -5.9% | -4.9 | 1.1% | -15.5 | 4.9% | 0.2% | 3.1
COC(=O)c1c(NC(=O)COC(=O)CCc2ccc(S(=O)(=O)N3CCOCC3)cc2)sc2c1CCC2 | -8.2% | 0.0% | 3.2% | 0.9% | ? | 11.3 | -0.7% | -5.0 | 19.2% | 0.3% | 2.9
Cc1c(C(=O)NCc2cccnc2)sc2nc(-c3ccccc3)cn12 | -5.3% | 2.6% | -24.7% | 23.9µM* | ? | 24.9 | ? | -4.3 | 40.3% | 23.1% | 2.0
Cc1ccc(S(=O)(=O)N2CCOC23CCN(S(=O)(=O)c2c(C)cc(C)cc2C)CC3)cc1 | nt | -3.5% | -4.2% | 2.8% | -0.7% | 6.8 | -7.0% | -1.3 | nt | -4.5% | nt
Cc1ccccc1-n1c(Cn2c(=O)sc3ccccc32)nnc1SCC(=O)N1CCOCC1 | -1.4% | 1.2% | -12.9% | 0.2% | -1.0% | -4.8 | 5.0% | 5.2 | 1.7% | 1.7% | 3.3
O=C(CN(C(=O)CNS(=O)(=O)c1ccccc1)c1ccc2c(c1)OCCO2)NC1CCCCC1 | -2.7% | 1.3% | 2.0% | 1.8% | 12.6% | -0.9 | 8.8% | 5.3 | 2.2% | 11.4% | 1.5
COCCNC(=O)c1ccc2c(c1)ncn2-c1cccc(C)c1 | 28.8% | -0.6% | ? | ? | ? | -1.6 | 1.0% | ? | 6.5% | -1.9% | 0.1
CC(OC(=O)c1ccc(Cl)c(S(=O)(=O)N2CCOCC2)c1)C(=O)Nc1ccc(S(N)(=O)=O)cc1 (centres undefined) | nt | 1.1% | -2.7% | 0.0% | 1.4% | 0.3 | -1.1% | 15.3 | nt | -1.2% | nt
Cc1ccccc1NC(=O)C(=O)Nc1ccccc1C | 4.0% | -3.5% | 2.6% | ? | ? | -9.8 | 0.891µM* | -0.2 | -16.4% | 1.26µM* | -2.9
Cc1ccc(SCc2[nH]nc3c2C(c2ccc(C)o2)C(C#N)=C(N)O3)cc1 (centres undefined) | -6.5% | -2.0% | nt | -9.0% | 2.6% | -6.7 | -0.5% | -6.7 | 12.2% | -0.1% | -10.0
CCOC(=O)C1CCN(CC(C)(C)NS(=O)(=O)c2ccc(C)cc2)CC1 | 0.0% | ? | 1.0% | -4.5% | -9.1% | -0.3 | -0.1% | 2.8 | -27.4% | 0.2% | 5.1
Cc1ccc(C)c(N2CN(CCC3=CCCCC3)CNC2=S)c1 | 4.47µM* | -10.0% | 2.0% | 1.4% | -9.9% | 20.8 | -2.3% | -29.2 | 3.16µM* | -2.7% | 0.8
CN(C)c1cc[n+](CCC(=O)Nc2cccc([N+](=O)[O-])c2N)cc1 | -7.8% | 0.5% | 1.6% | 13.0% | 0.5% | 24.1 | -0.4% | 5.2 | -8.2% | -4.5% | 0.0
S=C(NCCN1CCOCC1)NC1CCCC1 | -9.6% | -5.1% | 0.5% | 0.9% | 2.6% | 2.1 | 2.9% | 2.7 | -34.6% | -4.0% | 2.6
O=C(NCc1ccco1)/C(=C\c1cccnc1)NC(=O)c1ccccc1F | 1.8% | -0.5% | 4.3% | 10.3% | -0.3% | -23.1 | -9.7% | 2.4 | -2.0% | -5.8% | -3.7
CCOc1ccccc1NC(=O)c1cc(S(=O)(=O)NCc2ccco2)ccc1F | 1.6% | -1.1% | -8.6% | 1.6% | -8.7% | -4.8 | -11.7% | -7.2 | -24.2% | -1.5% | nt
COc1cc(C(C)=O)ccc1Oc1ncnc2c1cnn2-c1cccc(Cl)c1 | -6.4% | 2.6% | -3.1% | 1.8% | 3.5% | -25.9 | -6.6% | -29.6 | -1.7% | -0.8% | 0.2
O=C(OCc1nnc(-c2cccs2)o1)c1cccnc1Cl | nt | -0.2% | 3.9% | -23.1% | 0.8% | -23.6 | -2.7% | -8.1 | nt | -1.9% | nt
Cc1cccc(OCCOC(=O)c2c(-c3ccccc3)noc2C)c1 | -11.2% | -1.5% | -12.9% | 6.6% | -15.5% | -6.9 | -3.6% | -9.8 | ? | -28.2% | -3.5
COc1cccc(N2CCN(C(=O)c3cccc(N4C(=O)NC5CC4(C)Oc4c(OC)cccc45)c3)CC2)c1 (centres undefined) | 1.4% | 3.3% | -0.4% | -0.2% | -0.9% | 1.5 | -10.0% | 7.9 | 23.5% | -8.1% | nt
CCOC(=O)C1=C(C)N(CCCCCC(=O)O)C(=O)NC1c1ccccc1Cl (centres undefined) | -4.4% | -0.5% | 14.1% | -1.9% | 0.3% | ? | -2.8% | -5.6 | 6.2% | 0.6% | 4.8
CCC1CCCCN1C(=O)CSc1nnc(N)s1 (centres undefined) | nt | -0.9% | -1.5% | nt | 0.8% | -26.8 | nt | 7.3 | nt | nt | nt
Cc1csc(NC(=O)CCCC(=O)O)c1-c1nc2ccccc2s1 | ? | 1.4% | 1.3% | -0.4% | 10.7% | 5.2 | -21.3% | 4.7 | -9.7% | -6.6% | 0.3
COc1ccc(NC(=S)NCCc2ccccc2)c(OC)c1 | 17.8µM* | 2.0% | nt | -4.4% | -1.7% | -17.8 | -4.5% | -8.9 | 11.2µM* | 0.4% | -0.1
C=C(C)C1CC=C(C)/C(=N/NC(=O)COc2ccc(Cl)cc2)C1 (centres undefined) | 3.0% | -1.0% | -2.3% | -0.3% | 5.5% | -12.4 | -3.0% | -3.4 | 16.9% | 0.5% | -0.6
COC(=O)c1cc(C#N)c(OC(C)C)nc1C | -2.3% | -1.0% | 2.4% | -0.4% | 3.1% | -7.7 | 4.8% | nt | -13.3% | -4.5% | 1.2
CCOC(=O)C(Cc1ccccc1)NC(=O)CCc1c(C)nc2nc(C)nn2c1C (centres undefined) | 0.4% | 1.2% | 7.1% | -0.3%&-0.7% | -0.4% | -9.7 | 2.0% | -0.3 | -5.8% | -2.3% | 4.5
Cn1c(SCC(=O)NC2CCCCC2)nnc1-c1cc2cc(Cl)ccc2o1 | 15.4% | 2.2% | -6.9% | ? | ? | 3.9 | ? | -1.2 | -2.4% | 17.2% | -0.2
Cc1cc(N2CCN(C(=O)Nc3ccccc3C#N)CC2)c2ccccc2n1 | 1.1% | 4.4% | -1.3% | 4.1% | 0.5% | -3.4 | -3.3% | -7.2 | 5.6% | -3.4% | 1.7
O=[N+]([O-])c1ccc(NCc2ccccc2)nc1 | ? | ? | 0.7% | 21.3µM* | ? | -2.5 | 24.2% | -2.2 | 27.9% | 28.4% | -0.6
